Myeloid diff MLP: myeloid differentiation induction; ER-HoxA9 myeloid progenitors, lysozyme-GFP differentiation, flow cytometry; 360,000 compounds, 1% hits; calls only at 10 µM; AID 624256;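 active = normalized GFP-positive differentiation at or above the plate's own cutoff, the solvent-only control mean plus 3 SD; inconclusive = no clear call, values can overlap the other calls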;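 note: cells exposed to compound for four days before flow analysis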
Myeloid diff MLP GFP+ MAC1+ %: second read-out of Myeloid diff MLP, no call of its own (marks repeat the call); GFP+ MAC1+ double positive, %; measured here: differentiation confirmed by MAC1 staining
* = called active by the depositor; i = inactive; ? = inconclusive; · = not tested or not shown. This is a subset; count on the stated rates, not on these rows.

Molecule | Myeloid diff MLP | Myeloid diff MLP GFP+ MAC1+ %
O=C(C[C@H]1C[C@H]2c3cc(NS(=O)(=O)c4ccc(F)cc4)ccc3O[C@H]2[C@H](CO)O1)NCc1ccncc1 | i | 0.7
CN(Cc1ccccc1)C(=O)c1cccc(NC(=O)Cc2ccc(NC(=O)C3CCCN(C(=O)C4CCCCC4)C3)cc2)c1 (stereo not drawn) | i | 0.9
O=C(Cc1ccc(OCc2ccccc2)cc1)NCc1ccc2c(c1)OCO2 | i | 1.1
CCCCCCN1C[C@H](n2cc(C3CC3)nn2)[C@@H](O)C[C@@H]1c1ccc(C)cc1 | i | 0.3
Cc1nc2c(OCCOc3ccccc3)cccn2c1N(C)C(=O)CCC1CCCC1 | i | 2.0
COCCCN1C(=O)C(CC(=O)NCC2CCCCC2)CC(C(=O)N(C(C)C)C(C)C)=C1C (stereo not drawn) | i | 0.2
COc1ccccc1N(C)S(=O)(=O)c1ccc(C(=O)N(C)Cc2cccc(OC)c2OC)cc1 | i | 0.6
COCCCn1cc(CN2CC(N3CCCCC3)CS2(=O)=O)nn1 (stereo not drawn) | i | 1.8
CC(CNc1ccc(Cl)cc1)(CNc1ccc(Cl)cc1)[N+](=O)[O-] | i | 0.5
COCCNC(=O)C1(C)CCCN(Cc2cc(-c3ccccc3)n(C)n2)C1 (stereo not drawn) | i | 1.0
CC(=O)c1ccc(CCCCc2ccc(C(C)=O)cc2)cc1 | i | 0.9
CCCCn1c(N)c(N(CC(C)C)C(=O)CSc2nnc(C)n2-c2ccccc2)c(=O)[nH]c1=O | i | 1.5
CSc1ccc(CN2CCC(C)(Oc3cccc(Cl)c3)C2)cc1 (stereo not drawn) | i | 1.6
O=C(NCc1ccc2c(c1)OCO2)c1[nH]c(C(F)(F)F)nc1-c1ccccc1 | i | 2.0
CC(C)OC(=O)N(C)C[C@@H]1OCc2cnnn2CCCC(=O)N([C@H](C)CO)C[C@@H]1C | i | 0.6
Cc1nc2ccc(NC(=O)c3ccccc3)cc2c(=O)n1Cc1ccc(F)cc1 | i | 0.5
Cc1c(C)n(CC(O)CSc2ccccc2)c2ccccc12 (stereo not drawn) | i | 0.2
CCOC(=O)C1(CCOC)CCCCC1=O (stereo not drawn) | i | 0.7
C=CCc1cc(C=Nc2ccc(N3CCOCC3)cc2)cc(OCC)c1O | i | 0.3
COc1ccc(CCN2C(=O)c3ccccc3C2c2nnnn2Cc2ccccc2)cc1OC (stereo not drawn) | i | 1.5
CC(=O)C(=Cc1ccccc1)c1ccccc1 | i | 1.1
O=C(NC1CCCCC1)C(c1ccncc1)n1c(=O)c(-c2cc3ccccc3[nH]2)nc2ccccc21 (stereo not drawn) | i | 5.4
CC1(C(=O)Nc2ccc3ccccc3c2)CCC(=O)N1C1CCN(Cc2ccccc2)CC1 (stereo not drawn) | i | 1.2
Cc1cc(C)cc(C(O)c2ncc(-c3ccc(Cl)cc3)[nH]2)c1 (stereo not drawn) | i | 0.5
CC(C)NC(=O)C1(C)CN(S(C)(=O)=O)CC(=O)N1CC(F)(F)F (stereo not drawn) | i | 3.2
COc1ccc(NC(=O)C2Cc3c(-c4cccc(F)c4)ccnc3O2)cc1 (stereo not drawn) | i | 0.1
CC1CCC(C(O)(C(=O)O)C2CCCCC2)CC1C (stereo not drawn) | ? | ·
COc1nc(NC2OC(CO)C(O)C(O)C2O)c(N)c(=O)[nH]1 (stereo not drawn) | i | 0.3
O=C(O)c1ccc(CNC(=O)c2ccc(S(=O)(=O)N3CCCC3)cc2)cc1 | i | 2.0
CCNC(=O)C1CCCN(C(=O)c2ccc(C(F)(F)F)cc2)CC1 (stereo not drawn) | i | 1.3
Cc1cc2ccccc2nc1-c1ccccc1F | i | 1.5
COc1ccc(-c2ccc(C(=O)NCCN3CCOCC3)c3occc23)c(C)c1 | i | 1.0
CN(Cc1ccccc1)Cc1ccccc1C(O)c1ccccc1 (stereo not drawn) | i | 0.9
COc1cc2c(cc1OC)/C(=C/C(=O)OCc1ccccc1)OC2 | i | 3.0
CN(C)c1ccc(C=NNC(=O)c2cccnc2)cc1 | i | 0.8
CCOC(=O)C(C(=O)OCC)C(=O)c1cccc2ccc3ccccc3c12 | i | 1.3
C[C@@H]1CN([C@H](C)CO)C(=O)CCCn2nncc2CO[C@@H]1CN(C)C(=O)C1CC1 | i | 1.3
O=[N+]([O-])c1ccccc1SNc1ccccc1 | i | 0.6
Fc1ccc(NC(=S)NN=Cc2ccccc2Cl)cc1 | i | 0.4
CC(=O)Nc1ccc2c(c1)Cc1ccc(Cl)cc1-2 | i | 0.0
O=C1NC[C@@H](CCCCN2C[C@H](Cc3ccccc3)N(CCc3ccc(O)cc3)C(=O)C2=O)N(CCc2ccccc2)C1=O | i | 1.8
Cc1ccc([C@@H]2CC(=O)[C@@H]3CN(S(=O)(=O)c4ccc(C)cc4)[C@H](c4ccccc4F)C[C@@H]3N2S(=O)(=O)c2ccc(Cl)cc2)cc1 | i | 0.6
O=C(CNC(=O)c1cccc(S(=O)(=O)N2CCc3ccccc32)c1)Nc1ccccc1Br | i | 0.5
CCCCc1ccc(S(=O)(=O)NC(=O)C2(C)CCN2C(=O)Cc2ccccc2)cc1 (stereo not drawn) | i | 0.7
O=C(NNC(=O)c1ccccc1F)c1ccc(-c2ccccc2Cl)o1 | i | 0.9
CCOC(=O)CN1CCC(C2(c3cc4ccccc4[nH]3)OCCO2)CC1 | i | 1.8
Nc1ncnc2c1ncn2[C@@H]1O[C@H](C(=O)N(CCC2=CCCCC2)CC2CC2)[C@@H](O)[C@H]1O | i | 2.0
Cc1ccc2nc(N3CCN(C(=O)c4ccccc4F)CC3)c(C#N)cc2c1 | i | 0.3
CCNC(=O)C1(C)CCN(C(=O)c2ccccc2OC(F)(F)F)C1 (stereo not drawn) | i | 1.7
COc1ccc(C(=O)C(=NNc2ccccc2)c2ccc(OC)cc2)cc1 | i | 1.1

Reprinted at random: 2 compounds from above, in no set order.
Molecule | Myeloid diff MLP | Myeloid diff MLP GFP+ MAC1+ %
Cc1cc2ccccc2nc1-c1ccccc1F | i | 1.5
Nc1ncnc2c1ncn2[C@@H]1O[C@H](C(=O)N(CCC2=CCCCC2)CC2CC2)[C@@H](O)[C@H]1O | i | 2.0

(listing goes on)
Molecule | Myeloid diff MLP | Myeloid diff MLP GFP+ MAC1+ %
COc1cc(NC(=O)C2CC(c3ccccc3O)=NO2)cc(OC)c1OC (stereo not drawn) | i | 0.6
CC(C)[C@@H]1Cc2[nH]n(C)c(=O)c2[C@H](c2ccc(F)cc2)O1 | i | 0.7
Cc1ccc(C(O)c2ncc(-c3ccccc3C)[nH]2)cc1F (stereo not drawn) | i | 0.5
COCCCNC(=O)c1cc(S(=O)(=O)N2CCC3(CC2)OCCO3)ccc1F | i | 1.3
CC1=C(C(=O)N2CCOCC2)CC(CC(=O)NC2CC2)C(=O)N1Cc1ccc(F)cc1 (stereo not drawn) | i | 0.8
O=C1NC[C@@H](Cc2cccc3ccccc23)N(CCc2cccc(F)c2)C1=O | i | 1.5
C#CCNC(=O)c1csc([C@@H]2O[C@H](CO)[C@@H](O)[C@H]2O)n1 | i | 1.0
O=C(Nc1cc(Cl)cc2c1-c1ccc(Cl)cc1C2O)C(Cl)Cl (stereo not drawn) | i | 4.5
Cc1cccc(-n2ncc3c2CCCC3NC(=O)c2cccs2)c1C (stereo not drawn) | i | 0.3
Cn1ncc2c(=S)[nH]c(=S)[nH]c21 | i | 1.2
CCCCn1c(N)c(N(CCOC)C(=O)CCCn2c(=O)oc3ccccc32)c(=O)[nH]c1=O | i | 0.4
CSc1ccc(Cn2c(C)c(C(=O)NCCC#N)sc2=O)cc1 | i | 1.4
CC1(C(=O)NS(=O)(=O)c2cccc(F)c2)CCN1C(=O)Cc1ccccc1Cl (stereo not drawn) | i | 0.7
NC(=O)c1ncn([C@@H]2O[C@H](CNS(=O)(=O)c3cc(S(=O)(=O)c4ccccc4)cs3)[C@@H](O)[C@H]2O)n1 | i | 0.7
CCN(CC)S(=O)(=O)c1ccc(C(=O)NC(=S)N2CCCCC2C)cc1 (stereo not drawn) | i | 1.1
C[C@H]1CN([C@@H](C)CO)C(=O)c2cc(Br)cnc2O[C@H]1CN(C)C(=O)C1CC1 | i | 1.0
O=C(Nc1c(-c2ccccc2)[nH][nH]c1=O)c1cccc(C(F)(F)F)c1 | i | 1.0
CCOC(=O)C1(C)CCCN(C(=O)c2cccs2)C1 (stereo not drawn) | i | 1.1
Cc1ccc(C)c(NC(=O)CN(C)C(=O)c2ccccn2)c1 | i | 0.4
CCCCOCCCNC(=O)C[C@@H]1C[C@@]2(C(=O)OC)CC(C)(C)CC=C2N(Cc2cccc3ccccc23)C1=O | i | 0.6
c1ccc(NN(Cc2ccccn2)c2ccccc2)cc1 | i | 0.2
CC(C)(C)c1ccc(C(=O)N2CCC2(C)C(=O)Nc2ccc3nc[nH]c3c2)cc1 (stereo not drawn) | i | 1.5
CCCCNC(=O)C1C(c2ccccc2)=Nc2ccccc2N1C(=O)c1ccc2c(c1)OCO2 (stereo not drawn) | i | 4.1
COc1cccc(OC)c1C(=O)OCC(=O)NCCNC(=O)COC(=O)c1c(OC)cccc1OC | i | 0.9
CNC(=O)c1ccc(CN(C)C(=O)c2cc(C3CC3)nc3c2cnn3C(C)C)cc1 | i | 1.5
COC(=O)C[C@@H]1CC[C@@H](NS(=O)(=O)c2ccc(F)cc2)[C@@H](CO)O1 | i | 1.9
C(=NNc1nnn(Cc2ccccc2)n1)c1ccccc1 | ? | ·
COc1cccc(-c2cnc3c(NC=O)cc(-c4ccoc4)cn23)c1 | i | 0.7
COc1ccc(CC(N)c2csc(NC(=O)Nc3ccccc3Oc3ccccc3)n2)cc1 (stereo not drawn) | i | 1.3
CC(C)NC(=O)c1cc(C2CCCCN2C(=O)OCCF)on1 (stereo not drawn) | i | 1.1
COC(=O)[C@]12CCCCC=C1N(Cc1ccc(Cl)cc1Cl)C(=O)[C@H](CC(=O)NCCCN1CCCC1=O)C2 | i | 1.7
COc1ccc([C@H]2C[C@@H](n3cc(-c4ccc(F)cc4)nn3)[C@H](O)CN2CC2CCCCC2)cc1 | i | 0.3
CC(C)C[C@@H](CNCC(=O)[C@H](Cc1c[nH]c2ccccc12)NC(=O)c1[nH]cnc1C(=O)N[C@@H](C)CN)NC(=O)c1nc[nH]c1C(=O)N[C@@H](C)C(=O)O | i | 0.5
CS(=O)(=O)c1ccc(C(=O)OCC(=O)N2CCOCC2)cc1[N+](=O)[O-] | i | 1.8
CCOC(=O)[C@H]1[C@H]2COc3ccc(C)cc3[C@@H]2N2C(=O)CN(C)C(=O)[C@@]12C | i | 0.6
CCOC(=O)N1CCN(C(=O)c2[nH]c(C(F)(F)F)nc2-c2ccccc2)CC1 | i | 1.7
CN(C)CCCNC(=O)OC1CC2CC1[C@H]1CCCCN1C2=O (stereo partly drawn) | i | 1.1
O=C1C=CC(c2c[nH]c3ccccc23)CC1 (stereo not drawn) | i | 1.4
Cc1cc(C)c(NS(=O)(=O)c2ccc3c(c2)oc(=O)n3C)c(C)c1 | i | 3.1
O=C(c1ccccc1)N1CCN(c2cc(Cl)nc3cc(-c4cccc(Cl)c4)nn23)CC1 | i | 0.5
COc1ccc(CN2C(=O)C(CC(=O)NCCCCc3ccccc3)CC(C(=O)N3CCCCCC3)=C2C)cc1 (stereo not drawn) | i | 0.7
CSc1ccc(CN(C)C(=O)c2ccc(S(=O)(=O)Nc3c(C)n(C)n(-c4ccccc4)c3=O)cc2)cc1 | i | 0.3
COc1ccc(NC(=O)c2ccccc2NC(=O)C2CCCCC2C(=O)O)cc1 (stereo not drawn) | i | 0.5
O=C(NN=Cc1c[nH]c2ccccc12)NN=Cc1c[nH]c2ccccc12 | i | 0.2
CCCCCNc1ncnc2c(C)[nH]nc12 | i | 0.6
CN(Cc1ccc(Cl)c(Cl)c1)C(C(=O)NCc1ccccc1)c1ccc(C(F)(F)F)cc1 (stereo not drawn) | i | 5.5
COc1cc(-c2c(C(=O)c3ccccc3)[nH]c(N)c2C(N)=O)ccc1F | i | 1.7
CC(C)C[C@@H](CNCC(=O)[C@H](Cc1c[nH]c2ccccc12)NC(=O)c1[nH]cnc1C(=O)N[C@@H](C)CN)NC(=O)c1nc[nH]c1C(=O)N[C@@H](CC(=O)O)C(=O)O | i | 0.4
Nc1nccc(N2CCCCC2)n1 | i | 0.1
NC(CCc1ccccc1)c1csc(Nc2ccc(C(=O)NCCO)cc2)n1 (stereo not drawn) | i | 1.2
COCOCCn1cc(CN2CCS(=O)(=O)N(Cc3ccc(-c4ccc(OC)nc4)cc3)C(C)C2=O)nn1 (stereo not drawn) | i | 1.8
CCOc1ccccc1NC(=S)C(=C([O-])c1ccc2c(c1)OCCO2)[n+]1ccc(CC)cc1 | i | 0.6

In the list so far, these have an aryl thioether with sulfur outside any ring:
Molecule | Myeloid diff MLP | Myeloid diff MLP GFP+ MAC1+ %
CCCCn1c(N)c(N(CC(C)C)C(=O)CSc2nnc(C)n2-c2ccccc2)c(=O)[nH]c1=O | i | 1.5
CSc1ccc(CN2CCC(C)(Oc3cccc(Cl)c3)C2)cc1 (stereo not drawn) | i | 1.6
Cc1c(C)n(CC(O)CSc2ccccc2)c2ccccc12 (stereo not drawn) | i | 0.2
CSc1ccc(Cn2c(C)c(C(=O)NCCC#N)sc2=O)cc1 | i | 1.4
CSc1ccc(CN(C)C(=O)c2ccc(S(=O)(=O)Nc3c(C)n(C)n(-c4ccccc4)c3=O)cc2)cc1 | i | 0.3

Screening data: PubChem, NMMLSC
